Compound activity (PubChem)
Autofluor 339 – intrinsic fluorescence of library compounds, ex339/em460 – biochemical, MLSMR library, data from DPM-DC assay, artefact control, profiling panel; compound autofluorescence, ex339/em460 nm, NADH buffer; hits give high values; 1 = no-compound wells, NADH background; fluorescence fold increase at 10 µM; 65,000 tested, 5.5% active;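 active means at 10 µM, mean starting fluorescence two-fold or more over control wells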;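 further: signal is the first read of a kinetic run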
HTR1A agonist – human 5-HT1a receptor agonists, primary screen, cell-based, CHO, Ga15 NFAT-bla reporter; CHO 5-HT1a Ga15 NFAT-bla reporter, FRET ratio; 0% basal, 100% maximal reference agonist; 65,000 tested, 0.56% active; activation, % at 10 µM; 5-hydroxytryptamine receptor 1A (Homo sapiens), P08908;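 active means activation above the screen-wide mean activation plus 3 SD, cut at about 19% in these data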;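 further: 0% = DMSO wells and 100% = 5-CT at EC100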
Target sequence (P08908 whole entry, looked up): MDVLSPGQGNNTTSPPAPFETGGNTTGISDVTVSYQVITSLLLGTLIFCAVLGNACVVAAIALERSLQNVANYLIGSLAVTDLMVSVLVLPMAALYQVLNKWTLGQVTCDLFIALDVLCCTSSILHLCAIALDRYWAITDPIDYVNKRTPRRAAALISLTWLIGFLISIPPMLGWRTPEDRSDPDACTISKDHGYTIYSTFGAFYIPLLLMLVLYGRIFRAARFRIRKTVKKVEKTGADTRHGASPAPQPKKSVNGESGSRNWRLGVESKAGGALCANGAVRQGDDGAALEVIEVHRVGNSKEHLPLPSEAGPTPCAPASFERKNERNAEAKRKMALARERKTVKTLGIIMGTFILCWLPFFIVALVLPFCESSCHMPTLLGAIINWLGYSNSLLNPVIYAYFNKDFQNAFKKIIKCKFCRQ
Hsp90 block – tumor Hsp90 inhibitors, primary screen, cell lysate, fluorescence polarization, NCI-N417 lysate; Heat shock protein HSP 90-alpha (Homo sapiens), P07900; Cy3B-geldanamycin FP displacement; inhibition, % at 30 µM; 64,000 tested, 0.35% active; AID 429, 2006;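 active means inhibition above 50%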;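 further: 0% = tracer plus lysate wells and 100% = tracer alone without lysate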
M1 antagonist – antagonists of rat M1 muscarinic receptor; Muscarinic acetylcholine receptor M1 (Rattus norvegicus), P08482; CHO-M1 cells, Fluo-4 calcium, ACh EC80 antagonist mode; hits give low values; B-score at 10 µM; 64,000 tested, 3.4% active; AID 628, 2007;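 active means calcium fluorescence response, raw or row-and-column corrected B-score, differing from the plate sample mean either way at a set confidence level, mostly lower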
NADH coupling – inhibitors of PK/LDH coupling enzymes, profiling panel, artefact control, biochemical, MLSMR library; coupled PK/LDH NADH assays, four targets; IC50, µM (highest dose often 10 µM), without a hit: top-dose inhibition; 65,000 tested, 0.02% active; AID 774, 2007;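 active means single-dose screening hits from any of four coupled enzyme assays that gave an IC50 when retested across doses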;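 further: the DPM-DC format reads NADH fluorescence rather than 340 nm absorbance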
Her2 expr inh – inhibitors of Her2 protein expression, primary screen, SKBR-3 cells, AlphaScreen, 66K library. 65,000 tested, 0.69% active. Receptor tyrosine-protein kinase erbB-2 (Homo sapiens), P04626. SKBR-3 HER2 protein level, 18-24 h; hits give low values. HER2 level % of control, % at 10 µM. AID 645, 2007;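 active means HER2 level under 5% of the carrier-only control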;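 further: 100% = DMSO carrier and 0% = 500 nM PU-H71 HSP90 inhibitor; lower value means stronger loss of Her2 protein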
M1 agonist – M1 muscarinic receptor agonists, primary screen, CHO-M1 cells, Fluo-4 calcium, agonist mode; Muscarinic acetylcholine receptor M1; Fluo-4 calcium fluorescence; hits give high values; B-score at 10 µM; 64,000 tested, 3% active;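 active means fluorescence rise, raw or as B-score row- and column-corrected plate score, outside the 99.7% band of its plate's samples, either direction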
Ec RNAP inh – E. coli RNAP inhibitors, biochemical. E. coli RNA polymerase, fluorescence transcription assay. 62,000 tested, 0.2% active. inhibition, %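 (tested at 10 µM)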. DNA-directed RNA polymerase subunit beta (Escherichia coli (strain K12)), P0A8V2; in the data active means inhibition above about 20%;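 further: 0% = enzyme without compound and 100% = no enzyme blank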
D1 mod – D1 CRE-luciferase signal change, two-sided – cell-based, HEK293 D1, dopamine EC30, D1 allosteric modulator project, primary screen; D(1A) dopamine receptor (Homo sapiens), P21728; AID 641, 2007; 58,000 tested, 5.9% active; B-score at 10 µM; dopamine EC30 potentiation; actives deviate in either direction;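 active means luminescence count or its row- and column-corrected plate score outside the 99.7% band of the plate's sample wells, on either side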
Target sequence (P21728 whole entry, looked up): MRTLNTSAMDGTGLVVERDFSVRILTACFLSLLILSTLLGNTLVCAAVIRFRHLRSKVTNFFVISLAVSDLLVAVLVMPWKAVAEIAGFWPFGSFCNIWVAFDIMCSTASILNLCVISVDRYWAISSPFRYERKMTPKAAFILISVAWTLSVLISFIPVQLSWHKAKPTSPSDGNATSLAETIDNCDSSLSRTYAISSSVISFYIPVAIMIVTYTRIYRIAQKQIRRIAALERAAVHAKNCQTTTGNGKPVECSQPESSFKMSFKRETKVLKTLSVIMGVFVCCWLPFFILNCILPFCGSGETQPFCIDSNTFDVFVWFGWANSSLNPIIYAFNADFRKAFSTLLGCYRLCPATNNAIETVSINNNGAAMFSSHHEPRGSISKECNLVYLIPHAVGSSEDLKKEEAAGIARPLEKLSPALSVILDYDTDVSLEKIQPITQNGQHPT
An asterisk follows results filed as active; nt = not tested or not shown; [ ] = another dose, or the depositor's remark.

Values run as follows: Autofluor 339, HTR1A agonist, Hsp90 block, M1 antagonist, NADH coupling, Her2 expr inh, M1 agonist, Ec RNAP inh, D1 mod
- N#CC1=C(N)N2C(=C(C#N)C13CCCCC3)SC1CCCCC12O (centres undefined)
 : 1, 1.8, -5, 0.67, 3%, 72, -1.1, -4, nt
- COC(=O)c1ccccc1NC(=O)COC(=O)c1ccc(C)c(NC(=O)c2ccco2)c1
 : 1.1, 1.8, -2, -0.82, 6%, 80, 5.3*, 7, 0.039
- O=C(CSc1nnc(Cc2cc(=O)[nH]c(=O)[nH]2)n1-c1ccc(F)cc1)N1CCCCC1
 : 1.1, -1.3, -3, -0.21, 2%, 102, -0.76, 6, -0.38
- COc1ccc(NS(=O)(=O)c2ccc(Oc3ncccn3)cc2)cc1
 : 1.1, 0.8, -1, -2, 3%, 90, -2.3, 2, 0.14
- COc1ccccc1-n1c(SCC(=O)O)nnc1-c1ccc(S(=O)(=O)N2CCCCC2)cc1
 : 1.1, 1.3, 3, 0.6, 3%, 89, -0.094, -6, -1
- O=C(CCOc1ccccc1)OCC(=O)c1cc2ccccc2o1
 : 1.2, -2.1, -13, -0.048, 0%, 55, -0.96, -2, -0.47
- CN(C)c1nc(Nc2ccccc2)nc(Oc2ccc(=O)[nH]n2)n1
 : 1.1, -1.4, -2, -0.88, 5%, 96, -0.38, -2, -1.2
- CCn1c(CCNC(=O)c2cccs2)nnc1SCC(=O)c1ccc(OC)cc1
 : 1, -4.3, -7, 0.055, 11%, 110, 0.23, -8, 0.63
- CN(CC(=O)Nc1nccs1)S(=O)(=O)c1ccc(F)cc1
 : 1, -2.8, 1, 0.75, 2%, 101, -0.45, 7, -0.86
- CCOC(=O)c1cnc(C(C)(C)C)[nH]c1=O
 : 1, 0.4, 4, -0.26, 1%, 103, -0.0095, 8, -0.32
- CCN(CC)S(=O)(=O)c1cccc(C(=O)N2CC(O)CC2C(=O)O)c1 (centres undefined)
 : 1.1, -1.4, 1, 0.75, 4%, 86, 1.3, 6, -0.42
- COCC(C)Nc1ncnc2c1cnn2-c1ccc(Cl)cc1 (centres undefined)
 : 1.1, 1.7, 0, -2.2, 4%, 130, 2.3, 5, nt
- CCOC(=O)c1ccc(N2C(=O)c3n[nH]c(C)c3C2c2ccc(OC)cc2OC)cc1 (centres undefined)
 : 1.1, 5.1, -1, 0.73, 2%, 68, 0.77, nt, 1.7
- CCOC(=O)N1CCN(C(=O)c2ccc3c(SCC(=O)O)c4c(nc3c2)CCC4)CC1
 : 1.1, -0.9, -6, -0.17, 1%, 85, 0.49, 4, nt
- COc1ccc(-c2nc(CS(=O)CC(=O)N3CCCC3)c(C)o2)cc1 (centres undefined)
 : 1.1, 101*, 0, -0.061, 5%, 126, 0.89, 7, 0.072
- CCOC(=O)c1c(NC(=O)CNCCO)sc(C)c1C
 : 1.2, -0.3, 1, 0.26, 7%, 125, 0.049, 9, 0.1
- OC(COCC1COc2ccccc2O1)CN1CCc2ccccc2C1 (centres undefined)
 : 1.1, -0.1, nt, -1.4, 5%, 86, 0.043, 6, -0.64
- N#Cc1ccccc1NC(=O)CSc1nnc(-c2ccccc2)n1-c1ccccc1
 : 1.1, -2.8, -5, 0.51, 1%, 77, 0.38, 2, 4
- Cc1ccnc(SCCn2c(N3CCN(Cc4ccccc4)CC3)nc3c2c(=O)[nH]c(=O)n3C)n1
 : 1, -1.1, -2, 0.029, 0%, 91, -0.58, 6, 0.54
- COc1cc2c(=O)n(CC3CCCO3)c(=O)n(CC(=O)Nc3cccc(Cl)c3)c2cc1OC (centres undefined)
 : 1.9, 0.0, 0, 0.25, 8%, 67, 0.0058, 8, 1.6
- CCCn1nc(C(=O)Nc2cccc(C(=O)OC)c2)c2ccccc2c1=O
 : 1.1, 0.7, 2, -0.22, 6%, 77, 5.7*, 5, -1.9
- COc1cc(C(=O)NCc2ccco2)c(Br)c(OC)c1OC
 : 1.1, -0.9, 1, -0.67, 1%, 87, -0.19, 7, -0.47
- CC(NS(=O)(=O)c1ccccc1)C(=O)Nc1nccs1 (centres undefined)
 : 1.1, 268*, -10, 1.1, 6%, 113, 0.27, 2, -0.55
- NC(=O)CSc1nnc(Cc2csc(Nc3ccccc3)n2)n1Cc1ccccc1
 : 1.1, 2.4, 3, -0.15, 3%, 120, 0.85, 8, -0.0088
- CCOc1ccc(N2CC(C(=O)Nc3ccc(F)cc3F)CC2=O)cc1 (centres undefined)
 : 1, -1.1, -1, -0.55, 2%, 60, -0.18, -12, -0.79
- Cc1cc(C(=O)N2CCN(C(c3ccccc3)c3ccccc3)CC2)no1
 : 1, 0.7, 0, -3*, 3%, 90, 0.14, 8, 0.061
- COCC(=O)NCc1nc2ccccc2n1Cc1ccccc1F
 : 1.1, -0.6, nt, 0.046, 6%, nt, 0.64, 7, -0.23
- Cc1ccc2c(CN3C(=O)NC(C)(c4ccc5c(c4)OCO5)C3=O)cc(=O)oc2c1 (centres undefined)
 : 1.2, -0.2, -3, -1.1, 8%, 98, -0.23, 7, 1.4
- CCOc1cc(C(=O)NCCOC)cc(OCC)c1OCC
 : 1.1, -3.9, -4, 0.41, 2%, 99, 0.28, 2, -0.86
- O=C(NCC1CCCCC1)C1CCN(C(=O)NC2CCCCC2)CC1
 : 1.1, -2.4, -1, 1.3, 6%, 110, -0.3, -7, 0.73
- COC(=O)c1c(NC(=O)c2ccco2)sc(C(=O)Nc2ccc(F)cc2)c1C
 : 3.9*, 1.6, 0, 0.79, 4%[fluoresces], 91, 0.0047, 1, -0.099
- O=C1c2ccccc2C(O)N1c1ccc(Cl)cc1 (centres undefined)
 : 1, 2.8, 1, 0.43, 2%, 54, -0.29, 7, -0.43
- COCCCN1C(=O)C(O)=C(C(=O)c2ccco2)C1c1cccc(Br)c1 (centres undefined)
 : 1.1, -3.6, 0, -0.52, 4%, 111, -0.43, 8, -0.081
- CCc1ccccc1NC(=O)CSc1nnc([C@@H]2CCCN2C(=O)OC(C)(C)C)o1
 : 1.1, 0.7, -3, -0.012, 6%, 102, 0.59, 8, nt
- CCn1c(SCC(=O)c2ccc(C)cc2)nnc1-c1ccoc1C
 : 1, -1.7, -1, 0.45, 1%, 116, 0.82, 7, 0.088
- CC(=O)N(C(C)=O)c1ccc2nc(C)[nH]c(=O)c2c1
 : 1.1, 4.7, -9, 0.13, 3%, 98, 0.14, 4, 0.11
- Cc1cc(C)nc(Sc2ccc3nnc(C(F)(F)C(F)(F)C(F)(F)F)n3n2)n1
 : 1.1, -2.4, -5, 0.12, 3%, 91, -0.21, 6, -0.0067
- CCN(CC(=O)NCc1cccs1)c1ccc(S(=O)(=O)N2CCOCC2)cn1
 : 1.1, -1.9, -2, 2.1, 6%, 95, 0.51, 8, -0.64
- O=C(CN1C(=O)c2ccccc2S1(=O)=O)Nc1ccc(S(=O)(=O)N2CCCCC2)cc1
 : 1.1, 2.2, 3, 0.0052, 3%, 144, -1, 0, 1
- O=C(c1ccccc1)c1cncc(Br)c1
 : 1.1, -2.7, -4, -0.42, 3%, 89, -0.12, 2, 1.1
- CCOc1cc(C)c(C(C)C)cc1S(=O)(=O)N1CCN(C)CC1
 : 1, -2.2, -9, 0.13, 5%, 91, 0.58, 3, -1.4
- CC(=O)C1=C(C)Nc2ncnn2C1c1ccccc1Cl (centres undefined)
 : 1.1, -2.8, -2, -0.28, 7%, 84, 0.99, 2, 0.49
- O=C(CN1CCN(C(=O)c2ccco2)CC1)Nc1ccccc1-c1ccccc1
 : 1.1, 1.5, nt, 0.62, 2%, 101, -0.15, 2, -0.1
- CC(=O)c1ccc(S(=O)(=O)N(Cc2cc3cc4c(cc3[nH]c2=O)OCCO4)CC2CCCO2)cc1 (centres undefined)
 : 1.2, -1.4, 1, 0.24, 3%, 92, -0.87, 4, 1.2
- COCCn1c(COC)nc2ccccc21
 : 1.1, -1.3, -3, -0.21, 1%, 82, 0.33, 5, 0.22
- O=C(NCc1cccs1)c1csc2c1CCCCC2
 : 1.1, -2.5, -3, 0.11, 10%, 101, -0.57, 6, 3.8
- CCNc1nc(C)c2cc(Br)c(=O)n(CC)c2n1
 : 2.1*, -1.0, 2, -0.46, 6%[fluoresces], 99, 1.8, -37, 15*
- Cc1csc(SCCn2c(N3CCCC3)nc3c2c(=O)[nH]c(=O)n3C)n1
 : 1.1, 0.3, -3, 0.61, 3%, 108, -0.12, 7, -1.2
- CC1C(=O)C(C)C(c2cccs2)NC1c1cccs1 (centres undefined)
 : 1, -0.9, -4, 1.1, 5%, nt, 0.5, -5, 0.12
- Cc1cc(-n2c(C)cc(C(=O)CN3C(=O)NC4(CCCCC4C)C3=O)c2C)no1 (centres undefined)
 : 1.1, -2.1, -8, 0.47, 4%, 88, 0.1, 6, 0.61
- CS(=O)(=O)N1CCN(CC2CC3C=CC2C3)CC1 (centres undefined)
 : 1, -2.5, -2, -6.8*, 5%, 92, 37*, 6, -0.32
- c1ccc2c(c1)oc1c(Nc3ccc(CN4CCOCC4)cc3)ncnc12
 : 1.6, 2.4, -4, -0.66, 11%, 50, -0.45, 3, -3.1
- O=S(=O)(c1ccccc1)n1ccc2ccccc21
 : 1, -3.9, -4, -0.075, 8%, 98, 1.8, 4, -0.011
- CN(CCC#N)S(=O)(=O)c1ccc2c(c1)c(=O)n(C)c(=O)n2C
 : 1, -1.6, -7, -0.0093, 7%, 76, 0.13, 6, 0.33
- COc1cc(OC)cc(OCC(O)Cn2ccnc2)c1 (centres undefined)
 : 1.1, -1.1, -3, -0.067, 6%, 81, -0.94, -4, 1.1
- CC12CCCCC1c1ccccc1C(=NCC(=O)O)N2 (centres undefined)
 : 1.1, -1.5, 3, 0.15, 5%, 96, -0.42, -7, 0.43
- NC(=O)CCS(=O)(=O)c1ccccc1
 : 0.99, -0.7, 2, -0.3, 3%, 97, 0.61, 11, nt
- N#C/C(=N\O)c1nc(-c2ccccc2)cs1
 : 1, -2.8, -7, 0.85, 2%, 36, -0.87, nt, nt
- O=C(O)c1ccc(COc2ccc(Cl)cc2)o1
 : 1, -2.2, -1, 0.38, 4%, 88, -0.12, 6, -0.83
- CCC1c2ccc(C)n2CCN1C(=O)Nc1ccccc1OC (centres undefined)
 : 1.3, -2.7, -1, -1.3, 5%, 107, -0.76, 10, 0.15
- O=C(NC1CCCCCC1)C1C2C=CC3(CN(Cc4cccnc4)C(=O)C13)O2 (centres undefined)
 : 0.91, -3.5, -2, 0.092, 3%, 103, -0.089, 0, nt
